Bioassay records from PubChem BioAssay.
SRC2 inh = human SRC2 (NCOA2) inhibition; Q15596; HEK293 GAL4-SRC2 luciferase reporter, luminescence; inhibition, % at 9 µM; 370,000 compounds, 0.17% hits; AID 651957;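 active means inhibition above the mean inhibition of all tested compounds plus 3 SD, set per campaign, cut at about 52% in these data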;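 further: 0% = DMSO treated cells and 100% = cells given Gossypol at 36 µM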
MC4R ag barr = activates human MC4R beta-arrestin recruitment; AID 540308; activation, % at 8.9 µM; U2OS MC4R beta-arrestin complementation, luminescence; percent of melanotan II response, DMSO zero; 360,000 compounds, 0.98% hits; P32245;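 active means activation above a per-plate cutoff, the mean activation of sample wells on that plate plus 3 SD, cut at about 8% in these data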
NCOA3 inh = inhibits human SRC3 coactivator; inhibition, % at 3.6 µM; 360,000 compounds, 0.17% hits; AID 588352; HEK293 GAL4-SRC3 luciferase reporter, luminescence;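 active means inhibition above a per-campaign cutoff, the mean of all compounds plus 3 SD, cut at about 60% in these data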;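 further: 0% = DMSO-treated cells and 100% = gossypol-treated cells at 36 µM; higher means less SRC3-driven luciferase light from the GAL4 reporter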
LRH-1 inv ag = inverse agonists of human LRH-1 (NR5A2); HEK293T StAR-luciferase reporter, LRH-1 transfected, 24 h; 360,000 compounds, 0.13% hits; inhibition, % at 3.6 µM;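 active means inhibition above the mean inhibition of all tested compounds plus 3 SD, cut at about 73% in these data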;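 further: 0% = DMSO wells and 100% = reporter-only cells lacking LRH-1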
NR2F2 inh = blocks human COUP-TFII nuclear receptor | 370,000 compounds, 0.7% hits | HEK293T NGFI-A luciferase reporter, luminescence | inhibition, % at 8.6 µM;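 active means inhibition above a per-plate cutoff, mean inhibition of test wells between control levels plus 3 SD, cut at about 38% in these data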;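 further: cells cotransfected with COUP-TFII expression vector driving the NGFI-A reporter; 0% = median of COUP-TF2 test wells and 100% = reporter-only cells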
Target sequence (P24468 whole entry, looked up): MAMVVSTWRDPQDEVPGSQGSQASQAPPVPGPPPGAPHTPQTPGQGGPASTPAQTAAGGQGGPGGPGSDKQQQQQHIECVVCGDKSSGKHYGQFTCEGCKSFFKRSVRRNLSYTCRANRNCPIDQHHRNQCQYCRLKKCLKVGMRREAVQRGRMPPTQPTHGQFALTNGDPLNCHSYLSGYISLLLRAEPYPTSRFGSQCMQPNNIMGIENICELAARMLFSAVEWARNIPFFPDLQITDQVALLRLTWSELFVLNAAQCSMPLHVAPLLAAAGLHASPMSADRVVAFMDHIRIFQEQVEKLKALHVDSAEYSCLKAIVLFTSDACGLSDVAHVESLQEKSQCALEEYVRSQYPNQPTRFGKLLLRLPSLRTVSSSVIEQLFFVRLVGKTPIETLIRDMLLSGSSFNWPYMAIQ
MC4R antag cAMP = antagonists of human melanocortin 4 receptor (MC4R). P32245. MC4R-expressing cells, MTII-stimulated cAMP, LANCE TR-FRET. inhibition, % at 6.5 µM. 360,000 compounds, 0.48% hits. AID 540295;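 active means inhibition above its plate's cutoff, the mean of tested wells on that plate plus 3 SD, cut at about 29% in these data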;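 further: 0% = Melanotan II alone and 100% = Melanotan II plus saturating MCL0020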
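Assay system: U2OS cells stably expressing human melanocortin 4 receptor (MC4R) / Dosing: 6.5 µM / Timing: compound 30 min, challenge 1 h, detection 1 h / Measured by: Eu-cAMP/anti-cAMP TR-FRET, emission 671 nm / Replicates: singlicate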
ABHD5-PLIN5 inh = ABHD5-PLIN5 protein interaction inhibition; Split G. princeps luciferase complementation, luminescence, 4 h; 360,000 compounds, 0.78% hits; inhibition, % at 4 µM;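 active means inhibition above the mean inhibition across every tested compound plus 3 SD, cut at about 22% in these data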;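 further: 0% = DMSO only wells and the 100% control is not disclosed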
EBV LMP1 NFkB = inhibitors of Epstein-Barr LMP1-induced NF-kappaB reporter; LMP1-induced NF-kappaB luciferase reporter cells, luminescence; inhibition, % at 12.5 µM; 350,000 compounds, 0.69% hits; AID 504558; in the data active means inhibition above about 41%;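 further: 0% = neutral control wells and 100% = reference inhibitor control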
NCOA1 inh = inhibitors of human steroid receptor coactivator 1 (SRC1) | HEK293 GAL4-SRC1 luciferase reporter, luminescence | inhibition, % at 3.6 µM | 360,000 compounds, 0.12% hits | AID 588354;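 active means inhibition above the campaign mean plus 3 SD, with each screening campaign given its own cutoff, cut at about 60% in these data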;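 further: 0% = DMSO treated cells and 100% = gossypol at 36 µM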
TLR9-MyD88 block = blocks human TLR9 binding to MyD88; CHO BLA complementation TLR9-MyD88, CCF4 FRET ratio; AID 504734; inhibition, % at 4.98 µM; Q9NR96+Q99836; 340,000 compounds, 0.21% hits;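 active means inhibition above the mean over all tested compounds plus 3 SD, cut at about 21% in these data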;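 further: 0% = DMSO only wells and 100% = clavulanate BLA inhibitor control wells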
NOD2-RIPK2 inh = inhibitors of human NOD2-RIPK2 interaction; O43353; CHO BLA complementation NOD2-RIPK2, CCF4 ratio; inhibition, % at 4.98 µM; 360,000 compounds, 0.38% hits; AID 624267; in the data active means inhibition above about 21%;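 further: 0% = vehicle only and 100% = reference blocker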
Target sequence (O43353 whole entry, looked up): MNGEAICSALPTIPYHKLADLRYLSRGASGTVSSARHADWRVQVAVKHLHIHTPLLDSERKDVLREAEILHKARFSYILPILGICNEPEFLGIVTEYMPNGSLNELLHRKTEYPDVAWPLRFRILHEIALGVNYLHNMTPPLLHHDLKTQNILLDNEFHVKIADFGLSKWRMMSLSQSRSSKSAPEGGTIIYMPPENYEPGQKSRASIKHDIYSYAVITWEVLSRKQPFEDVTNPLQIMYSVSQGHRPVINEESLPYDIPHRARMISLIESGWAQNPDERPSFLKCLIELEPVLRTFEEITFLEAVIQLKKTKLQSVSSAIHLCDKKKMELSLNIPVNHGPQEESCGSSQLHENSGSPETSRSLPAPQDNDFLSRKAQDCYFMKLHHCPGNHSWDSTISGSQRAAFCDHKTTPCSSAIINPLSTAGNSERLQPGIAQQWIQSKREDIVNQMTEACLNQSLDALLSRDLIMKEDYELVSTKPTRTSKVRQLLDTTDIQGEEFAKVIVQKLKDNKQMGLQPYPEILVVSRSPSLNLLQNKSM
An asterisk follows results filed as active; / = not tested or not shown. This is a subset (hit frequency here may not be typical).

SMILES	SRC2 inh	MC4R ag barr	NCOA3 inh	LRH-1 inv ag	NR2F2 inh	MC4R antag cAMP	ABHD5-PLIN5 inh	EBV LMP1 NFkB	NCOA1 inh	TLR9-MyD88 block	NOD2-RIPK2 inh
C=CC[C@H](CC(=O)N(CCO)Cc1ccccc1)C(=O)NC[C@H](OC(=O)[C@@H](CC=C)CC(=O)OC(C)(C)C)c1ccccc1	-15	-1.6	-1	13	-5	13	3	5	-12	5	0
COc1ccccc1N(C)S(=O)(=O)c1ccc(C(=O)NC(C)(C)C)cc1	-9	-2.6	1	21	15	5	-3	-11	5	6	-5
CN(C)S(=O)(=O)c1ccc(Cl)c(C(=O)OCC(=O)NC(=O)c2cccn2C)c1	-30	1.5	6	0	-1	-4	1	-1	13	-9	3
N#C/C(=N\Nc1ccccc1)C(=N)N1CCCCCC1	-60	0.2	-81	-153	-63	6	3	-25	-96	7	7
O=C1CN(C(=O)COC(=O)CCCOc2ccccc2)c2ccccc2N1	-7	0.6	-2	-29	1	-1	6	-6	8	-31	0
O=C(Oc1cc(Cl)ccc1Cl)C1=CC=CN2CCS(=O)(=O)N=C12	-32	-3.0	2	10	3	5	8	1	-4	-8	0
COc1cccc(/C=C/C(=O)OCC(=O)NCc2ccco2)c1	6	1.3	4	-21	5	12	3	-3	6	1	-13
O=C(c1ccccc1F)N1CCCC(C(=O)N2CCN(c3ccccc3)CC2)C1 (stereo not given)	-13	2.8	9	4	-11	-5	2	-12	-15	0	5
COc1ccc(-c2nc3ccccc3n(CC(C)C)c2=O)cc1	26	/	/	-12	-11	/	-8	/	/	/	-10
Cc1ccccc1OCc1ccc(C(=O)N2CCOCC2)o1	-11	1.4	-11	3	-10	11	-2	2	1	-6	0
CC1(C(=O)Nc2cccc(OC(F)(F)F)c2)Cc2c(-c3cccc(C(N)=O)c3)ccnc2O1 (stereo not given)	-11	0.3	3	3	3	10	4	/	-36	/	1
CCOC(=O)C(C)Sc1ncnc2nc[nH]c12 (stereo not given)	-8	-0.7	15	7	8	-1	-7	-2	-7	2	4
CCOC(=O)N1CCN(C(=O)C(=O)NNC(=O)COc2ccc(Cl)c(C)c2)CC1	9	-0.8	9	-12	20	7	0	-16	-22	-5	-1
CCOC(=O)Cc1csc(NC(=O)c2cccc(N3C(=O)CCC3=O)c2)n1	15	-2.6	5	9	13	-1	-3	5	10	-5	0
O=C(OCCCN=C1NS(=O)(=O)c2ccccc21)c1ccccc1F	8	0.5	12	-1	-6	16	-5	-1	4	-6	-2
COc1ccccc1N1C(=O)c2ccc(C(=O)Nc3ccc(F)cc3)cc2C1=O	2	-1.2	17	12	-7	4	1	1	-17	0	-1
CCCOc1ccc2oc(=O)c3c(c2c1)CCCN3C(=O)CN1CCc2ccccc2C1	-13	2.4	-26	22	19	11	12	-1	2	-10	-2
CNC(=O)c1ccc(NC(=O)c2cc(S(=O)(=O)N3CCOCC3)ccc2N2CCCC2)cc1	25	-1.1	5	16	-13	5	-5	0	-5	-9	-9
O=C(NC1CC1)c1c(O)c2ccccc2[nH]c1=O	-41	0.0	-51	-2	-10	15	3	-5	-45	-5	-8
CC(=O)Nc1ccc(N(CC(O)Cn2c3ccccc3c3ccccc32)S(=O)(=O)c2ccc(C)cc2)cc1 (stereo not given)	15	-0.5	-7	2	7	3	2	-8	15	-9	-12
COC(=O)C(Sc1nc(C)cc(C)c1C#N)c1ccccc1 (stereo not given)	-2	0.3	13	0	6	9	0	-8	6	-3	-6
Cc1cccc(CCNc2nc3ccccc3n3nnnc23)c1	2	-0.4	-7	-12	2	8	4	-4	-18	-3	5
COc1cc(C2c3c(n[nH]c3C)C(=O)N2c2ccc(Br)cc2)ccc1O (stereo not given)	-15	-0.8	-3	3	-16	5	17	4	-17	5	-2
CCOc1ccc(NC(=O)NC2CCOC(C)(C)C2)cc1 (stereo not given)	-26	-0.7	-20	-8	-15	10	0	-3	-5	-2	-5
Nc1cccc2c1C(=O)N(C(=O)/C=C/c1cccc(F)c1)C2=O	-8	-0.5	13	5	-31	3	-3	29	-10	-9	5
CCC(=O)Nc1cccc(-c2cn3cccc(C)c3n2)c1	-10	-0.1	-10	-62	-3	23	-4	0	-8	/	-13
O=C(COC(=O)c1ccc(Cl)c(S(=O)(=O)N2CCOCC2)c1)Nc1ccc2[nH]c(=O)[nH]c2c1	3	-0.9	-8	8	-7	5	3	3	3	0	2
COc1cccc(-c2noc(C3CCCN(C(=O)c4ccc(F)cc4F)C3)n2)c1 (stereo not given)	12	-1.4	-1	0	19	6	7	-1	6	-13	3
COc1ccc(S(=O)(=O)n2nc(-c3ccc(Cl)cc3)cc2N)cc1OC	-3	0.4	-17	17	24	7	4	10	9	9	0
COc1ccc(S(=O)(=O)N2CCN(Cc3ccccc3)CC2)cc1OC	25	-0.7	10	-7	7	8	-2	-1	0	-1	7
CCOC(=O)c1cn(CC)c2ccc(S(=O)(=O)N3CCC(C)CC3)cc2c1=O	20	0.8	0	3	14	7	7	4	3	-6	-4
O=C(COc1ccc([N+](=O)[O-])cc1)N1CCN(c2nnc(-c3ccccc3)c3ccccc23)CC1	-18	-1.6	7	-2	-7	-4	2	12	-1	5	1
COc1ccccc1NC(=O)CN1C(=O)CCS(=O)(=O)c2ccccc21	0	-0.6	-4	-4	11	4	0	-8	-15	7	-8
O=C(O)c1cccc(N2C(=O)C3CC=C(Cl)CC3C2=O)c1 (stereo not given)	-14	0.1	7	18	-1	3	1	-2	10	-1	3
CCOC(=O)c1nn(-c2ccc(OCC)cc2)c(C)c1C(C)=O	-5	-1.8	6	-14	-2	12	1	4	4	8	11
CCOc1ccc(NC(=O)Cc2ccccc2)c([N+](=O)[O-])c1	-37	-1.1	3	-12	-8	3	-3	-5	-14	-1	-4
CCn1c(SCc2cccc(F)c2)nc2c(c1=O)SCC2	4	-0.4	16	5	2	15	0	8	8	0	-2
Cc1ccc(S(=O)(=O)N2CCCC2CNC(=O)C(=O)Nc2ccccc2)cc1 (stereo not given)	3	1.3	-10	-13	-9	11	-12	8	3	-2	3
COC(=O)C1=C(C)N(C(C)c2ccccc2)C(=O)/C1=C\c1ccco1 (stereo not given)	16	-2.4	-14	-5	-5	3	11	6	-9	-7	-5
COc1ccc(C#Cc2ccc3c(c2)O[C@H](CN(C)C(C)=O)[C@H](C)CN([C@@H](C)CO)S3(=O)=O)cc1	-19	-0.3	3	16	9	11	10	3	8	8	7
CC1(C(=O)Nc2ccc3c(c2)OCO3)CCN1C(=O)C1(c2ccc(Cl)cc2)CC1 (stereo not given)	12	-0.9	-20	1	-12	6	4	/	10	/	5
CCCCn1c(N)c(N(CC(C)C)C(=O)CSc2ccc([N+](=O)[O-])cc2)c(=O)[nH]c1=O	-28	-0.2	13	-11	-11	4	0	0	-10	5	-5
Cc1ccccc1Nc1c(-c2cccnc2)nc2ccc(Br)cn12	-23	-1.7	15	4	-12	19	8	-2	-19	-3	5
CCOC(=O)c1cc(C)sc1/N=C/C1C(=O)CCCC1=O	-1	-0.1	14	2	2	1	3	-6	-8	0	-1
O=S1(=O)C[C@H](N2CCCC2)[C@@H](COCc2ccccc2)N1	-18	/	-12	7	-13	/	12	/	-10	/	-14
COC(=O)N/N=C\c1ccccc1OC/C=C/c1ccccc1	-15	-1.1	-71	-19	-34	2	-1	-22	-57	6	-6
CC(=O)N(c1ccc(N(C(C)=O)S(=O)(=O)c2ccccc2)cc1)S(=O)(=O)c1ccccc1	-31	2.4	1	10	-15	2	6	8	3	1	2
COc1cccc(C(=O)/C=C2\NCCc3cc(OC)c(OC)cc32)c1	-16	-1.6	-15	-11	12	-6	1	16	-5	1	-3
O=C(NNC(=O)c1ccc(-c2ccccc2)cc1)Nc1ccc(F)cc1F	-26	0.3	2	-4	-30	11	-3	2	-50	-4	-3
CC(=O)C1=C(c2ccc(Br)cc2)C(=O)c2ccccc2C1=O	70*	2.5	92*	85*	71*	-3	-1	92*	91*	0	3
O=C(N/N=C/C1CC2CCC1C2)c1c[nH]c2ccccc12 (stereo not given)	-69	-0.2	-19	-45	-21	-2	0	-12	-37	4	-7
O=C1C=CC(=O)N1N(c1ccccc1)c1ccccc1	-16	2.8	11	-22	3	-2	10	-5	6	14	-9
O=C1Cc2cc(NS(=O)(=O)c3ccc(Cl)cc3)cc3c2N1CCC3	-37	-1.2	-8	-8	-10	17	-4	-3	-49	-13	7
CCC1CCCCN1S(=O)(=O)c1ccccc1 (stereo not given)	-7	-1.6	-9	-5	-3	6	4	2	0	4	-8
OCCNCc1c(OCc2ccc(Cl)cc2)ccc2ccccc12	-9	-1.0	7	-20	-18	-2	7	4	8	12	12
COc1cc(/C=C/c2noc(-c3ccccc3O)n2)cc(OC)c1OC	-23	7.1	-26	-26	-7	1	1	8	-11	4	-4
COc1cccc(C(=O)NCCNC(=O)c2ccco2)c1	-31	-2.1	-19	5	7	-4	4	-1	-4	0	2
CCOc1ccc(S(=O)(=O)NC(C)C(=O)NCc2cccnc2)cc1 (stereo not given)	-23	-0.3	13	-11	15	5	1	-2	4	7	5
FC(F)(F)c1cc(-c2ccccc2)nc(NC2CCCC2)n1	-8	0.6	0	16	-8	2	-5	-8	-9	3	1
CSc1ncccc1C(=O)OCC(=O)NC(C)C	29	-3.5	-12	4	3	5	4	2	-7	-11	-2

(listing goes on)
SMILES	SRC2 inh	MC4R ag barr	NCOA3 inh	LRH-1 inv ag	NR2F2 inh	MC4R antag cAMP	ABHD5-PLIN5 inh	EBV LMP1 NFkB	NCOA1 inh	TLR9-MyD88 block	NOD2-RIPK2 inh
O=C(NCc1ccccc1Cl)C1CCN(c2ncnc3c2nc2n3CCCCC2)CC1	7	-0.7	9	-12	12	5	-1	8	-2	3	-13
CC(=O)c1c(C)[nH]c(-c2ccccc2)nc1=S	-40	-0.1	20	6	-2	-2	-6	-10	-1	-11	-17
CC(C)(C)c1cc(NC(=O)COC(=O)c2ccc3c(=O)n4c(nc3c2)CCC4)n(-c2ccccc2)n1	-2	-2.4	3	8	3	10	7	3	1	-7	5
O=C1/C(=C\c2ccccc2Cl)SC(=S)N1CCC(=O)N1CCCc2ccccc21	7	-0.7	3	-2	15	9	1	9	-5	-3	6
Cc1cc(C(=O)Nc2cccc(S(=O)(=O)N3CCCCC3)c2)c2ccccc2n1	13	-1.4	2	-7	10	10	1	-2	-8	10	5
CN(C)CCN1C(=O)C(=O)/C(=C(/O)c2ccc(F)cc2)C1c1ccccc1F (stereo not given)	-9	-1.7	0	-14	-8	-1	0	-4	3	3	-12
COCCNC(=O)C1CCCN(S(=O)(=O)c2c(C)noc2/C=C/c2cccs2)C1 (stereo not given)	-8	-1.8	12	1	-20	-7	-3	17	-9	-11	-4
